# HUVEC inhibit = inhibitors of HUVEC proliferation, primary screen, cell-based, 384-well | viability, % at 10 µM (by protocol) | CellTiter-Glo luminescence, 72 h; active compounds read low | AID 648, 2007 | 86,000 tested, 1.1% active;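 active means viability at or below 30%; inactive means viability above 30%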;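 further: 100% = median luminescence of DMSO-only cell control wells on each plate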
# S1P2 blocker = human S1P2 receptor antagonists, primary screen, cell-based | cell-based S1P2 antagonist assay, inhibition at 5 uM | 97,000 tested, 0.21% active | Sphingosine 1-phosphate receptor 2 (Homo sapiens), O95136 | inhibition, % at 5 µM; in the data active means inhibition above about 45%;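 further: CRE beta-lactamase reporter cells expressing human S1P2 stimulated with S1P; 0% = agonist at EC80 alone and 100% = agonist plus reference antagonist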
# Target sequence (O95136 whole entry, looked up): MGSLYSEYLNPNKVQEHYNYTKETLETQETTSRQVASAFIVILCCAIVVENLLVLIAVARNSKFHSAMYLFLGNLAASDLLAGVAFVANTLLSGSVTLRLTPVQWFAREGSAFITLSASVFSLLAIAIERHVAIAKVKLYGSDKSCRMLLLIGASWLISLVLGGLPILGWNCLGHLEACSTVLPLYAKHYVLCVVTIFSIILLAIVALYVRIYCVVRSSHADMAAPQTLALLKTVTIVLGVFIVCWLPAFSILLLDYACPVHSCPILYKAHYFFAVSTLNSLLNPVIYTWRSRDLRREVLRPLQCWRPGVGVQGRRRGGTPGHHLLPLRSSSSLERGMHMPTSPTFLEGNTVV
# sEH inhibitor = soluble epoxide hydrolase inhibitors, primary screen, biochemical, human sEH. recombinant human sEH enzymatic activity assay. inhibition, % at 2 µM. 91,000 tested, 0.34% active; in the data active means inhibition above about 80%; further: values of inactives mirror those of a sister screen read the other way; many of its hits are not listed in these tables
# Target sequence (P34913 whole entry, looked up): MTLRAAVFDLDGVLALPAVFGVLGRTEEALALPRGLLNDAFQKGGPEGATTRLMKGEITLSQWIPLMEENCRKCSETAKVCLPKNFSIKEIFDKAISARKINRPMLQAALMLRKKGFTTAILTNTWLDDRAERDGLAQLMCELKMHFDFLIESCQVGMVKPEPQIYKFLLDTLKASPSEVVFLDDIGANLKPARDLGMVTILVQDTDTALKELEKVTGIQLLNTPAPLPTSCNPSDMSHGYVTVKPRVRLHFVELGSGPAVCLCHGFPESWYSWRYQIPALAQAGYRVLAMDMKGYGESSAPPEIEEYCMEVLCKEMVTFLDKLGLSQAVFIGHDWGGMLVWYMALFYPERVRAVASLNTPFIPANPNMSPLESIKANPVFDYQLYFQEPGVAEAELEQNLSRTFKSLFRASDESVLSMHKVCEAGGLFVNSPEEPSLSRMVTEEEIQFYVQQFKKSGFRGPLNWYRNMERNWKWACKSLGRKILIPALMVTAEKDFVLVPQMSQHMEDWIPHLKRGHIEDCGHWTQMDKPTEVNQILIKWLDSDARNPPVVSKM
# PTPN22 act = LYP phosphatase activators, primary screen, biochemical, DiFMUP fluorescence, 2 µM. Tyrosine-protein phosphatase non-receptor type 22 (Homo sapiens), Q9Y2R2. recombinant LYP; 0 = plate median, 100 = signal doubled. activation, % at 2 µM. 96,000 tested, 0.11% active. AID 697, 2007;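 active means activation at 2 µM above a set limit, the mean plus 5 SD, cut at about 37% in these data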
# PostGolgi ctrl = growth inhibition of yeast control strain, primary screen, counter-screen for post-Golgi transport modulator project; 98,000 tested, 5% active; AID 738, 2007; efflux-deficient yeast background strain, growth absorbance A615, 16 h; inhibition, % at 10 µM; in the data active means inhibition above about 30%
# S1P2 ag = S1P2 receptor agonists, primary screen, cell-based. Sphingosine 1-phosphate receptor 2 (Homo sapiens), O95136. 97,000 tested, 0.46% active. S1P2-expressing cell line, agonist reporter read-out. activation, % at 4.5 µM. AID 729, 2007; in the data active means activation above about 16%;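 further: 0% = vehicle low control and 100% = maximal reference agonist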
# H69AR growth 86K = proliferation blockers of H69AR lung cancer cells, primary screen, cell-based, human, 86K library; 85,000 tested, 6% active; H69AR lung tumor viability, ATP luminescence, 72 h; active compounds read low; AID 598, 2007; viability, % at 10 µM;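 active means viability at or below 40%; inactive means viability above 40%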;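 further: multidrug resistant small cell line overexpressing MRP-1 efflux transporter; 100% = mean luminescence of untreated control wells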
# Fibroblast inh = antiproliferative effect on LL 47 fibroblasts – human, LL 47 cells, CellTiter-Glo luminescence, primary screen. LL 47 human lung fibroblast viability, ATP luminescence; active compounds read low. viability, % at 10 µM. 85,000 tested, 1.1% active. AID 719, 2007;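 active means viability at or below 50% in the single dose screen; inactive means viability above 50%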;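 further: compound exposure lasted 72 h before the ATP readout; 100% = median luminescence of untreated cell-only wells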
#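 material = human LL 47 lung fibroblast cells | dosing = compounds added from tenfold dosing solution, 0.1% DMSO final | timing = overnight cell rest, 72 h compound treatment at 37 °C | measured by = CellTiter-Glo luminescence measuring cellular ATP | evaluation = % viability versus median cells-only luminescence | control set = cell-only wells, no compound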
# sEH activator = soluble epoxide hydrolase activators, primary screen, biochemical, human sEH. purified human sEH enzymatic activity, activator screen. activation, % at 2 µM. 91,000 tested, 0.04% active; in the data active means activation above about 37%; further: values of inactives mirror those of a sister screen read the other way
# Starred values were filed as active, the others as inactive; . = not tested or not shown. The list is partial; count on the stated rates, not on these rows.
SMILES,HUVEC inhibit,S1P2 blocker,sEH inhibitor,PTPN22 act,PostGolgi ctrl,S1P2 ag,H69AR growth 86K,Fibroblast inh,sEH activator
CCOC(=O)c1ccc(-n2cncn2)nc1,92,-9,4,6,1,0,100,97,-3
CCn1c2ccccc2c2cc(NC(=O)CSc3nnc(-c4cccc(OC)c4)n3N)ccc21,.,39,-6,-2,0,-4,.,.,6
CC1=CC(C)(C)N(C(=O)CSc2nnc(-c3ccc(C)cc3)o2)c2ccc(C)cc21,96,-11,12,-10,15,-1,72,97,-11
Cc1ccc(-c2nc3ccccc3[nH]2)cc1NC(=O)/C=C/c1ccco1,.,7,4,-9,-5,-8,.,.,-2
O=C(Nc1ccc2c(c1)OCO2)C1CCCN(S(=O)(=O)c2cccs2)C1 (configuration not stated),99,2,52,-1,-5,-2,88,110,-53
COC(=O)c1ccccc1NS(=O)(=O)c1ccc2c3c(cccc13)C(=O)N2,97,19,-10,-3,.,-7,83,90,9
Cc1ccc(-c2nnn(CC(=O)NC3CCCc4ccccc43)n2)cc1 (configuration not stated),100,2,-1,4,-3,-2,93,101,0
COC(=O)c1ccc(NC(=O)CSc2nnc(C)n2-c2ccccc2)cc1,101,8,12,7,11,-6,91,101,-7
CCN1C(=O)CS/C1=C(\C#N)S(=O)(=O)c1ccccc1,97,16,-2,-2,15,-3,81,103,5
COc1ccc(NC(=O)C2(N(CC(C)C)C(=O)Cn3nnnc3N)CCCCC2)cc1,92,.,.,.,7,.,92,94,.
CCOC(=O)CCCOC(=O)c1ccc(S(=O)(=O)N(C)C)cc1,97,-7,-11,-4,-9,-1,89,101,15
Cc1cc(C)c(O)c(-c2cc(C(=O)NCc3ccccc3)[nH]n2)c1,85,-9,0,2,32*,-3,90,110,-2
N#CCSc1nc2c(c(C3CC=CCC3)c1C#N)CCC2 (configuration not stated),104,-17,-17,17,27,0,76,97,15
COC(=O)c1c(CCl)noc1C(=O)NCC1CCCO1 (configuration not stated),.,6,2,17,-5,-7,.,.,0
CC(=O)C1=C(C)Nc2cc(C(F)(F)F)ccc2S1,100,-2,1,-6,27,-5,92,101,-1
Cc1cc(=O)oc2cc(OCC(=O)OCC(=O)NCc3ccc4c(c3)OCO4)ccc12,89,21,2,3,11,-5,93,95,0
c1ccc(CN2CCN(c3ncnc4nc[nH]c34)CC2)cc1,87,.,.,.,13,.,102,103,.
CCOC(=O)c1cn(CC)c2ccc(Br)cc2c1=O,93,6,9,8,8,-7,97,102,-10
Cc1ccc(CC(=O)Nc2nc3ccccc3[nH]2)cc1C,102,21,-22,-4,1,-7,95,96,20
Cn1cccc1C(=O)Nc1nccs1,92,21,6,-1,-4,-8,83,98,-4
O=C(NCCOc1ccc(Cl)cc1)C1CC(=O)N(c2ccc(F)cc2)C1 (configuration not stated),89,14,13,-3,11,-3,100,98,-14
Cc1ccc(C(=O)Nc2ccc3nc(C)sc3c2)s1,85,-7,1,-5,-4,-3,88,101,-2
O=C(CN(Cc1ccco1)C(=O)CNS(=O)(=O)c1ccccc1)NCc1ccc(F)cc1,102,2,.,6,10,-8,93,103,.
COc1ccc(CSCC(=O)N/N=C/c2ccc(OCC(=O)N3CCCCC3)cc2)cc1,.,11,15,-4,7,-3,.,.,-12
Cc1ccc2cc(CCNC(=O)C(C)(C)C)c(=O)[nH]c2c1,101,.,.,.,2,.,95,101,.
CCSC1=C(C#N)C2(CCCC2)C(C#N)=C(N)N1,95,-17,12,-6,-3,-3,82,91,-11
O=S(=O)(c1ccccc1)N1CCN(c2cc(-c3ccccc3)nc3ncnn23)CC1,73,12,4,-5,5,-5,56,93,-2
CC1CCN(C(=O)CSc2nnc(CN3CCOCC3)n2-c2ccccc2)CC1,97,11,-4,8,-1,-1,99,96,6
Cc1[nH]c(=O)[nH]c(=O)c1S(=O)(=O)N1CCN(c2ccccc2F)CC1,.,13,-20,9,3,-1,.,.,16
COC(=O)c1ccccc1NC(=O)c1ccc2c(c1)C(=O)N(Cc1ccco1)C2=O,92,5,6,-8,.,-3,11*,107,-6
Cc1cccc(N2CCN(C(=O)c3ccc4ncsc4c3)CC2)c1C,.,2,0,15,5,0,.,.,-2
COc1ccc(N=Cc2nc(-c3ccco3)oc2O)cc1,77,2,-1,34,.,-5,69,92,4
COc1cccc(-c2nnc(SCC(=O)Nc3ccc(OC)c(OC)c3)n2N)c1,90,-6,8,6,-7,-4,95,97,-9
CCc1cc2c(=O)c(Oc3ccccc3)c(C)oc2cc1O,81,-9,-8,-7,7,-1,94,89,8
O=C(COc1ccc(S(=O)(=O)NCc2ccccc2)cc1)N1CCOCC1,98,-18,2,2,.,0,97,98,3
O=C(CSc1nc2ccccc2o1)N1CCN(c2ccccc2)CC1,113,4,-2,6,11,-8,91,100,-3
CCOC(=O)C1CCN(C(=O)c2oc3ccc(S(=O)(=O)N4CCCCCC4)cc3c2C)CC1,101,-16,-14,11,9,-4,76,106,14
Cc1c(-c2ccc(F)cc2)nc(N)c(C#N)c1-c1ccco1,105,-3,4,0,8,1,85,89,-6
Cc1ccc(S(=O)(=O)NC(C(=O)OCC(=O)NC2CCS(=O)(=O)C2)C(C)C)cc1 (configuration not stated),83,4,-12,-2,-3,-2,99,95,12
O=C(CC1NC2CCCCC2NC1=O)Nc1cccc(C(F)(F)F)c1 (configuration not stated),87,-4,-7,3,-5,-3,84,89,8
Cc1c(NC(=O)c2cc(-c3ccccc3)on2)c(=O)n(-c2ccccc2)n1C,95,-1,-1,-2,5,-6,93,113,4
Cc1c(C#N)c2ccccc2n1CC(=O)NCc1ccccc1,95,-11,1,2,.,-5,96,94,-1
CN1CCN(c2nc(-c3ccco3)cc(C(F)(F)F)n2)CC1,95,0,-5,-3,1,-3,94,103,5
CC(C)c1nc(=S)c2ccccc2[nH]1,101,11,-20,7,12,2,92,99,25
CC(C)Oc1ccc(Cc2cnc(N)nc2N)cc1,96,6,10,8,-5,-4,91,105,-13
O=C(CCCN1C(=O)CSc2ncccc21)N1CCN(Cc2ccccc2)CC1,101,.,.,.,12,.,77,113,.
CCOc1ccc(C2CC(c3ccc(OC)c(OC)c3)n3nc(N)nc3N2)cc1 (configuration not stated),99,.,.,.,14,.,96,100,.
COC(=O)c1ccccc1NC(=O)c1cc(-c2cccs2)on1,25*,-2,11,-9,14,-6,11*,90,-10
CCOC(=O)COc1ccc(S(=O)(=O)Nc2ccc3c(c2)OCCO3)cc1,41,-3,11,-6,4,-3,95,66,-7
COc1ccc(-c2nnc3c4ccccc4c(C)nn23)cc1S(=O)(=O)N1CCN(CCO)CC1,83,-36,8,8,12,17*,88,94,-5

# Of the compounds above, three contain a thiophene ring, fused or not.
SMILES,HUVEC inhibit,S1P2 blocker,sEH inhibitor,PTPN22 act,PostGolgi ctrl,S1P2 ag,H69AR growth 86K,Fibroblast inh,sEH activator
O=C(Nc1ccc2c(c1)OCO2)C1CCCN(S(=O)(=O)c2cccs2)C1 (configuration not stated),99,2,52,-1,-5,-2,88,110,-53
Cc1ccc(C(=O)Nc2ccc3nc(C)sc3c2)s1,85,-7,1,-5,-4,-3,88,101,-2
COC(=O)c1ccccc1NC(=O)c1cc(-c2cccs2)on1,25*,-2,11,-9,14,-6,11*,90,-10

# Next section
SMILES,HUVEC inhibit,S1P2 blocker,sEH inhibitor,PTPN22 act,PostGolgi ctrl,S1P2 ag,H69AR growth 86K,Fibroblast inh,sEH activator
CCOC(=O)C1=C(C)NC(=O)NC1/C=C/c1ccccc1 (configuration not stated),105,15,-1,1,5,-8,106,95,3
O=C(CSc1ccc2nnc(-c3cccc(F)c3)n2n1)NCc1ccco1,106,4,-14,5,-3,-5,81,98,15
COc1cc(/C=C/C(=O)c2c(O)cc(C)oc2=O)cc(OC)c1O,79,-30,10,11,16,-1,25*,70,-13
O=C(CSc1ncn[nH]1)NCCC(c1ccccc1)c1ccccc1,104,14,11,-11,-3,-3,89,106,-10
NS(=O)(=O)c1ccc(NC(=O)c2ccccc2Cl)cc1,83,-20,10,7,5,-7,92,102,-11
N#Cc1c2n(c3c(=O)n(Cc4ccccc4Cl)cnc13)CCCCC2,111,-24,6,1,27,-5,82,106,-6
N#Cc1nc(COc2ccc(Cl)cc2)oc1N1CCN(Cc2ccccc2)CC1,.,-12,.,11,25,-3,.,.,.
COc1ccccc1-c1n[nH]c2c1[C@H](C)CC[C@H]2C(C)C,.,8,-14,-2,38*,1,.,.,15
CN1CCN(S(=O)(=O)c2cccc([N+](=O)[O-])c2)CC1,.,10,-35,5,.,-2,.,.,39*
CCNC(=O)CC1SC(=Nc2cccc(Cl)c2C)N(C)C1=O (configuration not stated),.,8,-5,2,-4,-3,.,.,5
O=C(c1ccc2c(c1)OCO2)[C@@H]1[C@@H]2C(=O)N(C3CCCCC3)C(=O)[C@@H]2C2c3ccccc3C=CN21 (some centres not stated),92,14,.,-8,5,-3,41,104,.
Cc1cccc(C)c1NC(=O)CSc1nnc(Cc2ccccc2)o1,106,-9,-7,-1,.,-4,99,98,13
CC(C)(CNS(=O)(=O)c1ccc(F)cc1)CNS(=O)(=O)c1ccc(F)cc1,113,-15,27,5,5,-1,89,106,-26
O=C(/C=C/c1ccc([N+](=O)[O-])cc1)NCC1CCCO1 (configuration not stated),.,-2,-21,3,5,0,.,.,19
CC(C)n1c(=O)c2c(O)cc(=O)oc2c2ccccc21,.,11,-16,4,5,-5,.,.,13
CC(C)(C)S(=O)(=O)c1ccc2nc3c(n2c1)CCCC3,103,8,-9,4,26,-7,58,101,7
O=C1NN(c2ccc(Cl)c(Cl)c2)C(=O)/C1=C/c1cccc(OC(=O)c2cccs2)c1,51,-9,-19,-8,8,-3,5.4*,93,18
COc1ccc(OC)c(Nc2nc(-c3sc(NC(=O)CC(C)C)nc3C)cs2)c1,.,4,13,-5,1,-3,.,.,-13
Cc1ccccc1Cn1nc(C)c(NC(=O)c2noc3c2CCc2ccccc2-3)c1C,109,11,-19,-4,38*,-6,102,115,19
Clc1ccc(-c2ccnc(Oc3cc(Cl)ccc3Cl)n2)cc1,.,-24,3,8,2,-1,.,.,-5

# The closing 2 entries of the section before open the next one:
SMILES,HUVEC inhibit,S1P2 blocker,sEH inhibitor,PTPN22 act,PostGolgi ctrl,S1P2 ag,H69AR growth 86K,Fibroblast inh,sEH activator
Cc1ccccc1Cn1nc(C)c(NC(=O)c2noc3c2CCc2ccccc2-3)c1C,109,11,-19,-4,38*,-6,102,115,19
Clc1ccc(-c2ccnc(Oc3cc(Cl)ccc3Cl)n2)cc1,.,-24,3,8,2,-1,.,.,-5
CCCCOC(=O)CSc1nc(N)c(C#N)c(-c2ccc(OC)cc2)c1C#N,82,-1,.,4,-4,-7,61,83,.
CSc1ccc2nnc(-c3cccc(F)c3)n2n1,.,5,-10,9,6,-2,.,.,10
CC1CCN(c2nc3ccc(C(=O)N4CCN(Cc5ccc6c(c5)OCO6)CC4)cc3s2)CC1,80,19,5,6,41*,-5,72,96,-6
Cc1ccccc1Cn1cc(NC(=O)c2noc3c2CC(C(C)(C)C)CC3)cn1 (configuration not stated),64,-24,16,-15,2,1,53,75,-14
CCn1c(CNC(=O)c2ccccc2)nnc1SCC(=O)N1CCN(c2ccccc2)CC1,99,3,-8,2,.,-2,90,96,11
COC(=O)C1=C(N)Oc2cc(C)n(C)c(=O)c2C1c1ccc(Cl)cc1 (configuration not stated),86,.,.,.,3,.,89,105,.
O=C(COc1cc(=O)n2c(n1)SCCC2)c1ccccc1,90,2,4,8,17,-1,84,100,-2
CC/C(=N\O)c1ccc(OC)c(OC)c1,102,-12,-5,3,-7,-3,95,102,9
CCOC(=O)COc1ccc(S(=O)(=O)N2CCc3ccccc3C2)cc1,6.2*,8,15,3,1,0,92,61,-10
CCCCn1c(=O)c2ccccc2c2ccccc2c1=O,97,-15,-6,3,21,-3,103,96,6
